PI4K2A block: inhibitors of human PI4K2A; Q9BTU6; purified PI4K2A, ADP-Glo luminescence, 1 h; hits give low values; activity change, negative = inhibition, % at 76.9 µM; hit rate 0.13% among 420,000; in the data active = activity change below about -50%; inconclusive = mostly about -30% to -49%;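 note: -100% = wells without enzyme as full effect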
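In this quantitative HTS, ADP production by PI4K2A was quantified luminescently after 1 h at ambient temperature; 100 microM adenosine served as plate-quality control.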
Pin1 inhibitor: human Pin1 inhibition. Pin1 FP peptide displacement, HiFluor488, 10 min. hit rate 0.009% among 390,000. AID 504891. Q13526. Potency, µM (titrated, usually from 115 µM), inactives show at the top dose activity, negative = inhibition, hits mostly inhibitors; active = well fitted inhibition curve with a large enough effect in the polarisation, with a control signal flat, not every such curve was filed as active; inconclusive = small, poorly fitted or top-dose-only effect, or effect the other way, or a change in a side signal; inactive = no such curve, though single readings can be large or run the other way; the % refers to the polarisation; note: potency is the fitted concentration of half-maximal effect; % is set by controls: 0 for no effect and ±100 for the full control effect
IDH1 R132H inh: blocks human mutant IDH1 R132H enzyme; IDH1-R132H enzyme, NADPH consumption, diaphorase/resazurin fluorescence; Potency, µM (titrated, usually from 76.6 µM), for inactives: at the top dose activity change, negative = inhibition, actives largely listed as inhibitors; hit rate 0.093% among 390,000; AID 602179; note: potency is the fitted concentration of half-maximal effect; % is set by controls: 0 for no effect and ±100 for the full control effect; nearly all actives have a fitted effect of over 65% in size
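IDH1-R132H (0.5 ug/mL) preincubated 30 min with compound, then NADPH (0.016 mM) and alpha-KG (2 mM) added; 80 min at RT, pH 7.5. Remaining NADPH coupled via diaphorase/resazurin to fluorescence (540/590 nm); concentration-response curves normalized to no-enzyme control.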
USP1 inh: blocks the human USP1/UAF1 deubiquitinase complex. O94782. Potency, µM (series often up to 57.1 µM), without a hit: at the highest dose activity change, negative = inhibition, hits mostly inhibitors. recombinant USP1/UAF1, Ub-Rhodamine cleavage fluorescence. AID 743255. hit rate 0.23% among 390,000; note: potency is the fitted concentration of half-maximal effect; % is set by controls: 0 for no effect and ±100 for the full control effect; nearly all actives have a fitted effect of over 60% in size; inactives centre near -12
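High-throughput fluorogenic screen: 1nM USP1/UAF1 complex, Ub-Rho substrate 150nM final, 50mM HEPES pH 7.8 with 0.5mM EDTA, 0.1 mg/ml BSA, 1mM TCEP and 0.01% Tween-20.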
TrxR1 inh: blocks rat thioredoxin reductase 1. O89049. recombinant rTrxR1, NADPH fluorescence consumption, selenite substrate. Potency, µM (doses to about 114 µM), for the others: top-dose activity change, negative = inhibition, usual class: inhibitors. hit rate 1% among 390,000. AID 588453; note: potency is the fitted concentration of half-maximal effect; % is set by controls: 0 for no effect and ±100 for the full control effect; nearly all actives have a fitted effect of over 65% in size
Target sequence (O89049 whole entry, looked up): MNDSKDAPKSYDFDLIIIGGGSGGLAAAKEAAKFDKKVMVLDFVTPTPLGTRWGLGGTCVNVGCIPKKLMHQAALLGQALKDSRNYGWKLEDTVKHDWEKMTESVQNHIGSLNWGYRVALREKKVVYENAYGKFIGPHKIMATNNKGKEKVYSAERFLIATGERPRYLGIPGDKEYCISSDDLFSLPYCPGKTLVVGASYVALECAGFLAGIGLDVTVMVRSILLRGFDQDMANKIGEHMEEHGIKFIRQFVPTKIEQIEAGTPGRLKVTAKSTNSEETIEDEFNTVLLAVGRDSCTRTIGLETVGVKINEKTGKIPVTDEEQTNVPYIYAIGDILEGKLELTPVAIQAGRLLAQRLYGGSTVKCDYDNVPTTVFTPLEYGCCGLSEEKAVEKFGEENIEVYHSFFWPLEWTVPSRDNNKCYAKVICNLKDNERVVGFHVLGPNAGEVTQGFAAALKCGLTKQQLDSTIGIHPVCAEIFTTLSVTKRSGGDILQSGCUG
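Rat TrxR1 (90 nM in the dispensed reagent) was pre-reduced with 400 uM NADPH for 5 min at room temperature, then incubated with compound for 15 min. After 400 uM selenite was added, NADPH fluorescence (Ex 340/Em 450 nm) was followed for 8 min.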
Tb PGK inh: inhibitors of T. brucei phosphoglycerate kinase; AID 602233; P07378; PGK/GAPDH coupled, Kinase-Glo luminescence, 60 min; hit rate 0.043% among 380,000; Potency, µM (series often up to 57.5 µM), for the others: at the top dose activity change, negative = inhibition, actives largely listed as inhibitors; note: potency is the fitted concentration of half-maximal effect; % is set by controls: 0 for no effect and ±100 for the full control effect; nearly all actives have a fitted effect of over 60% in size
Target sequence (P07378 whole entry, looked up): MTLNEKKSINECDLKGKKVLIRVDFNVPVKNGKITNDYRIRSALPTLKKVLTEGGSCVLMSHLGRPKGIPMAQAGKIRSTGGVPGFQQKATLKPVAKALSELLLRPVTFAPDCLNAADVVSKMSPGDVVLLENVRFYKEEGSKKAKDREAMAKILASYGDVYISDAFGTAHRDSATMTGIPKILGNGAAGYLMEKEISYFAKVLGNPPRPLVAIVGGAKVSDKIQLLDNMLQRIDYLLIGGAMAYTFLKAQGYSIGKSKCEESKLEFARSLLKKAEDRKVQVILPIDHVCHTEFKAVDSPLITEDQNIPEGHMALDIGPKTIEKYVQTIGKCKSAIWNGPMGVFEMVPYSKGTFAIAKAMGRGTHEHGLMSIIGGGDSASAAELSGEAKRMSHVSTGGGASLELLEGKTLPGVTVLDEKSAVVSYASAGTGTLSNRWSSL
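Recombinant glycosomal PGK reaction used 1,3-bisphosphoglycerate generated in-well by GAPDH (100nM final) in 100mM TEA pH 7.6, 5mM MgCl2, 0.01% Tween-20. After 60 minutes at room temperature, ATP was read by Kinase-Glo Plus luminescence end-point.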
GLS inhibitor: inhibitors of human glutaminase (GLS). GLS enzymatic activity, qHTS titration. O94925. hit rate 0.21% among 410,000. Potency, µM (titrated, usually from 45.5 µM), without a hit: at the highest dose activity change, negative = inhibition, most hits filed as inhibitors. AID 624170; note: potency is the fitted concentration of half-maximal effect; % is set by controls: 0 for no effect and ±100 for the full control effect
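hKGA; 45 mM KH2PO4 pH 8.2 + 0.02% Tween-20; cpd via pin tool; 1 mM Gln soln; GluOx/HRP/Amplex Red; RT 30 min; fluor. t0 & final.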
TrxR1 substrate: substrates of rat thioredoxin reductase 1 | O89049 | purified TrxR1 substrate turnover, NADPH consumption readout | Potency, µM (titrated, usually from 114 µM), for the others: top-dose activity change, negative = substrate turnover | hit rate 0.01% among 390,000 | AID 588456; note: potency is the fitted concentration of half-maximal effect; % is set by controls: 0 for no effect and ±100 for the full control effect; nearly all actives have a fitted effect of over 50% in size
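Rat TrxR1, dispensed at 90 nM, was prereduced with 400 uM NADPH (final) for 5 min at ~22 deg C, then incubated with compound 15 min before 400 uM selenite. A first-read NADPH fluorescence drop versus no-compound background flagged substrates.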
HP1b binding inh: HP1-beta chromodomain-methylated histone interaction inhibition | P83916 | AlphaScreen HP1-beta / biotin-H3K9me3 peptide binding | Potency, µM (doses to about 114 µM), without a hit: at the highest dose activity change, negative = inhibition, actives largely listed as inhibitors | hit rate 0.56% among 390,000; note: potency is the fitted concentration of half-maximal effect; nearly all actives have a fitted effect of over 70% in size; inactives centre near 23
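AlphaScreen: HP1-beta (50 nM) preformed 30 min with biotin-H3(1-18)K9me3 peptide (50 nM) in PBS pH 7.4, 0.01% Tween-20. Compound added for 30 min at RT, then streptavidin donor/nickel chelate acceptor beads (10 ug/mL) for 30 min.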
* marks the source's active call; other numbers are inactive results; i = inactive; ? = inconclusive; · = no result given; [ ] = remark or other dose. Unless noted, calls come from the whole dose curve; as a rule, active = well fitted curve in the direction sought with a large enough effect; inconclusive = small, poorly fitted or top-dose-only effect, or another doubt; inactive = no such curve, though single readings can be large; an effect the other way counts as inactive or inconclusive.

SMILES	PI4K2A block	Pin1 inhibitor	IDH1 R132H inh	USP1 inh	TrxR1 inh	Tb PGK inh	GLS inhibitor	TrxR1 substrate	HP1b binding inh
Cc1c(CNC2CCCC2)c(C(=O)O)c(C)n1Cc1ccccc1	2	3%	9%	0%	4%	2%	4%	8%[57.1 µM]	-1%
O=C(NCCc1ccccc1)Nc1ccc(Cl)cc1	0	?	3%	-5%	-21%	-10%	-1%	-14%	40%[activator]
O=C1C(C=NCCN2CCOCC2)=C(O)c2ccccc21	-5	-2%	-2%	-25%	4%[57.1 µM]	-17%	-11%	-14%	28%
COCCCNS(=O)(=O)c1ccc2[nH]c(=O)[nH]c2c1	0	43%[activator]	7%	-17%	13%	6%	0%	4%	14%
CCn1ncc(/C=C/C(=O)c2ccccc2)c1C	-14	-1%	4%	-6%	17%[57.1 µM]	i	4%	15%[57.1 µM]	0%
Cc1ccc(CNC(=O)CCCn2c(=O)c3ccccc3n(Cc3ccc(Cl)cc3)c2=O)cc1	-5	5%	-21%	-18%	-3%	-1%	10%	-10%	12%
O=C(Oc1ccc(/C=N/O)cc1)c1ccccc1Cl	1	-9%	3%	-4%	21%	·	13%	-1%	38%[activator]
COc1ccccc1OCC(=O)NCCS(=O)(=O)N1CCN(c2ccc(F)cc2)CC1	-1	-1%	5%	-22%	19%	5%	8%	4%	50%[activator]
CSc1nc(N(C)C)nc(N(C#N)CCOC(C)=O)n1	3	0%	0%	-18%	4%[57.1 µM]	4%	9%	1%[57.1 µM]	34%
O=C(CN1CCN(c2ccccn2)CC1)NCCc1ccccc1	5	-2%	12%	-19%	11%[57.1 µM]	-1%	-7%	6%[57.1 µM]	46%
COc1ccc(Cl)cc1NC(=O)C1CCCO1 (stereo unspecified)	-3	1%	6%	-17%	5%	-7%	6%	5%	33%
CCOC(=O)C(C(=O)Nc1ccccc1C)C1CCCCC1 (stereo unspecified)	-1	2%	5%	13%	13%	-10%	-1%	3%[57.1 µM]	14%

Reprinted from the part before: two compounds, then new ones.
SMILES	PI4K2A block	Pin1 inhibitor	IDH1 R132H inh	USP1 inh	TrxR1 inh	Tb PGK inh	GLS inhibitor	TrxR1 substrate	HP1b binding inh
COc1ccc(Cl)cc1NC(=O)C1CCCO1 (stereo unspecified)	-3	1%	6%	-17%	5%	-7%	6%	5%	33%
CCOC(=O)C(C(=O)Nc1ccccc1C)C1CCCCC1 (stereo unspecified)	-1	2%	5%	13%	13%	-10%	-1%	3%[57.1 µM]	14%
Cc1ccc(C(=O)OCc2c(C)noc2C)cc1NC(=O)c1ccco1	7	1%	3%	-15%	5%[57.1 µM]	-2%	1%	5%[57.1 µM]	21%
Cc1ccc(C(=O)Nc2ccccc2N2CCCCC2)cc1	11	-3%	0%	-22%	8%	-9%	7%	-6%	24%
CC1(C)CCc2cc(-c3ccnc(=S)[nH]3)ccc2O1	2	-1%	-6%	-8%	7%[57.1 µM]	-3%	?	5%[57.1 µM]	10%
CC(=Nc1ccccc1)C1=C(O)C(Cc2ccc(O)cc2)NC1=O (stereo unspecified)	3	-6%	2%	-3%	17%[11.4 µM]	-10%	29%	11%[57.1 µM]	6%
O=C(COC(=O)c1ccc(Cl)c(S(=O)(=O)N2CCN(c3ccc(F)cc3)CC2)c1)Nc1cccc(Cl)c1	0	32%[activator]	5%	-25%	5%	-1%	-3%	-2%	11%
CCc1nnc(NC(=O)c2ccc(S(=O)(=O)N3CCOCC3)cc2)s1	3	-7%	14%	-17%	6%[57.1 µM]	i	-12%	-17%	38%[activator]
CN1CCN(c2ncnc3scc(-c4ccccc4Cl)c23)CC1	1	-2%	-6%	1%	-6%	-5%	-1%	-4%	-15%
Cc1ccc(C)n1-c1ccc(-n2cnnn2)cc1	-29	2%	-2%	-7%	?	-2%	-1%	-1%[57.1 µM]	18%
CC(=O)C1=C(C)NC(SCC(N)=O)=C(C#N)C1C (stereo unspecified)	4	-3%	9%	-25%	-31%	4%	-1%	-10%	?
O=C(C(=O)c1cccnc1)c1cccnc1	2	2%	9%	-20%	14%	-2%	-4%	2%	64%[activator]
N/C(=N\OC(=O)c1cc([N+](=O)[O-])ccc1Cl)c1ccccn1	-1	2%	7%	?	-2%[57.1 µM]	-5%	6%	4%[57.1 µM]	8%
CN(C)C(=O)C(=O)c1c(-c2ccccc2)cc2ccccn12	-6	0%	1%	-4%	4%[57.1 µM]	-7%	6%	4%[57.1 µM]	8%
COc1ccc(C(CNC(=O)c2ccc(NS(=O)(=O)c3cccc([N+](=O)[O-])c3)cc2)N2CCOCC2)cc1 (stereo unspecified)	-2	-1%	-3%	-18%	-4%	i	8%	-2%	23%
CN(C(=O)COC(=O)c1cccc(S(=O)(=O)N2CCCCC2)c1)C1CCS(=O)(=O)C1 (stereo unspecified)	-20	-11%	4%	-15%	15%	-5%	-3%	-3%[57.1 µM]	-15%
COCCN(C(=O)CSc1nnc2cc(C)c3ccccc3n12)c1c(N)n(Cc2ccccc2)c(=O)[nH]c1=O	3	-12%	9%	-14%	-7%	5%	-6%	1%[11.4 µM]	45%
COc1cc(/C=C/C(=O)O)cc(S(=O)(=O)NC2CCCC2)c1OC	3	-5%	4%	-8%	9%	-1%	0%	12%	17%
CN(C)CCN(Cc1ccccc1)S(=O)(=O)c1ccc(-c2cc(C(F)(F)F)on2)s1	1	1%	5%	-16%	-7%[57.1 µM]	i	-4%	-12%[57.1 µM]	17%
O=C(OCc1c(Cl)cccc1Cl)c1cccnc1Cl	-18	-2%	0%	-7%	4%	i	1%	-1%	174%[activator]
O=C(NC1CCCCCC1)c1c(F)c(F)c(F)c(F)c1F	12	-2%	-4%	-5%	12%	5%	8%	4%	49%[activator]
COc1ccc(NC(=O)CC2C(=O)N(c3ccccc3)C(=O)N2Cc2ccco2)cc1 (stereo unspecified)	0	2%	-4%	-10%	13%[57.1 µM]	1%	0%	5%[57.1 µM]	27%
COc1cccc(/C=N/NC(=O)CSc2cccc3cccnc23)c1	-3	-1%	4%	-16%	-17%	5%	-3%	31%[activator]	28%
Cn1cc(S(=O)(=O)c2ccccc2)c(=O)c2cc(Cl)ccc21	1	7%	-9%	-18%	13%	-4%	10%	-5%	9%
CC(=O)c1cc2c(cc1NC(=O)CN1CCN(c3ccc(F)cc3)CC1)OCO2	2	?	4%	-13%	19%[57.1 µM]	-10%	14%	13%[57.1 µM]	22%
Cc1ccc(C)c(NC(=O)CN(C)C(=O)c2oc3c(Cl)cccc3c2C)c1	-3	0%	4%	-19%	10%[57.1 µM]	-8%	-6%	3%[57.1 µM]	23%
COc1ccc(NC(=O)Cc2ccc(Cl)cc2)cc1NC(=O)c1ccco1	-11	-5%	-1%	-2%	16%	-1%	3%	43%[activator]	21%
CC(=O)/C(N=Nc1ccc(-n2ccc(C(F)(F)F)n2)cc1)=C(\C)O	0	14%	11%	-9%	15%[57.1 µM]	i	-5%	-1%[57.1 µM]	9%
COc1cc(OC)c(NC(=O)COc2ccccc2-c2nnc(-c3ccccc3)o2)cc1Cl	-6	-11%	4%	-1%	12%[57.1 µM]	-2%	-1%	6%[57.1 µM]	-14%
CCOc1ccc(NC(C)=O)cc1N	5	-2%	-12%	-10%	29%	i	21%	6%	20%
COc1ccc(NC(=O)N(C2CCCCC2)C(C)c2ccco2)c(OC)c1 (stereo unspecified)	-6	-15%	0%	-22%	6%[57.1 µM]	·	18%	4%	7%
Cc1ccc(-c2nnn(CC(=O)N(c3ccc(F)cc3)C(C(=O)NC(C)(C)C)c3ccco3)n2)o1 (stereo unspecified)	-1	11%	0%	-12%	?	1%	-4%	4%[11.4 µM]	54%[activator]
CC(=O)NN1CCc2cc3ccc(C)cc3nc21	1	-2%	-2%	-4%	2%	-4%	20%	93%[activator]	21%
O=C1[C@H]2[C@H](ON3CCCC[C@H]23)C(=O)N1c1ccc(Cl)cc1	-3	-9%	6%	-16%	22%[57.1 µM]	6%	-5%	10%[57.1 µM]	-3%
COc1cccc(CNC(=O)CCNC(=O)c2ccccc2OC)c1	-2	-13%	6%	-11%	31%	-4%	-1%	7%	20%
CN1CCN(Cc2c(O)ccc3cc(-c4ccc(Cl)cc4)c(=O)oc23)CC1	4	2%	-3%	-21%	17%[57.1 µM]	2%	4%	134%[activator][57.1 µM]	54%[activator][57 µM]
CCCC(=O)N1CCN(c2ccc(NC(=O)c3cccs3)cc2Cl)CC1	0	7%	5%	-11%	12%	-10%	2%	2%	18%
CC(=O)Nc1ccc(S(=O)(=O)NCC2CCC(C(=O)NCCc3ccc(C)cc3)CC2)cc1 (stereo unspecified)	-2	2%	-19%	-24%	7%[57.1 µM]	i	0%	-8%[57.1 µM]	32%
Cc1cnc(NC(=O)CN2CCN(c3ccccc3F)CC2)s1	9	-6%	3%	-30%	3%[57.1 µM]	-1%	12%	8%[57.1 µM]	?
CC(C)(C)OC(=O)N1CCCC(C(=O)Nc2ccc(C(=O)N3CCCCC3)cc2)C1 (stereo unspecified)	-2	-3%	-2%	-19%	9%	10%	-5%	3%	40%[activator]
Cc1cc(C)c(-n2c(C)cc(/C=C3/NC(=O)NC3=O)c2C)c(C)c1	3	6%	-6%	-18%	0%	-6%	4%	4%	?

Assay outcomes (PubChem BioAssay)

This is a subset; count on the stated rates, not on these rows.
